# TIM10 inh: growth inhibitors of isogenic TIM10 control yeast, primary screen, counter-screen for tim10-1 yeast inhibitor project, luminescence, uHTS; AID 463195, 2010; inhibition, % at 10 µM; 1.4% of 330,000 active; S. cerevisiae TIM10 strain growth, BacTiter-Glo luminescence, 24 h;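 active means inhibition of 40% or more at the single tested concentration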;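 further: wild-type TIM10 isogenic control strain grown at permissive 25 °C; 0% = DMSO yeast wells and 100% = minimal medium wells without yeast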
# tim10-1 inh: growth inhibitors of tim10-1 mutant yeast, primary screen, luminescence, uHTS. 2.2% of 330,000 active. AID 463190, 2010. inhibition, % at 20 µM. S. cerevisiae tim10-1 ts strain growth, BacTiter-Glo, 24 h;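 active means inhibition of at least 40%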;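 further: mutant grown at 25 °C; 0% = DMSO wells with yeast and 100% = wells holding no yeast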
# mIAP activ: activators of mouse IAP, primary screen, biochemical, luminescence, uHTS | intestinal alkaline phosphatase [Mus musculus] | muIAP, CDP-Star luminescence, 30 min; hits give high values; 1 = vehicle-only enzyme signal, 0 = enzyme-free wells | activation factor at 10 µM | 0.24% of 330,000 active;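 active means activation factor of at least 2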; further: the source names both 10 and 20 µM as test concentration; values of inactives mirror those of a sister screen read the other way
#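 System: mouse IAP enzyme. Reagent: CDP-Star chemiluminescent phosphatase substrate. Benchmarks: DMSO wells, no-enzyme wells. Times: 30 min enzyme-substrate-compound incubation at room temperature. Detection: luminescence from enzymatic CDP-Star hydrolysis. Doses: test compounds delivered from DMSO solution.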
# ATG4B inhibitor: ATG4B protease inhibitors, primary screen, biochemical, fluorescence, uHTS. Cysteine protease ATG4B (Homo sapiens), Q9Y4P1. ATG4B cleavage of LC3-PLA2, NBD-HPC fluorescence, 1 h. inhibition, % at 8.33 µM. 0.51% of 340,000 active; in the data active means inhibition above about 40%
# Target sequence (Q9Y4P1 whole entry, looked up): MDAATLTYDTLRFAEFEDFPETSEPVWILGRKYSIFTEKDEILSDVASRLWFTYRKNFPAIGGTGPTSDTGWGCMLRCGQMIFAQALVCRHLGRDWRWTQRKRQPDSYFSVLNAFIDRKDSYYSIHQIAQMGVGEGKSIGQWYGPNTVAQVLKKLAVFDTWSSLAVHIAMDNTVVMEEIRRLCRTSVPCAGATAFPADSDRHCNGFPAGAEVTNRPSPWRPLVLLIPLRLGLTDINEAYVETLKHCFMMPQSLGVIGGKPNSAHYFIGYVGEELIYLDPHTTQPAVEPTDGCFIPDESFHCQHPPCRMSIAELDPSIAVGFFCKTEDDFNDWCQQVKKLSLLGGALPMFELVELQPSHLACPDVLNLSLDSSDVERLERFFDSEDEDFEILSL
# mIAP inh: inhibitors of mouse IAP, primary screen, biochemical, luminescence, uHTS. intestinal alkaline phosphatase [Mus musculus]. purified mouse IAP, CDP-Star luminescence, 30 min. inhibition, % at 10 µM. 0.2% of 330,000 active. AID 2806, 2010;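 active means inhibition of at least 40% at 10 µM in the primary screen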;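 further: plate controls were DMSO with enzyme for no effect and no enzyme wells for full effect; values of inactives mirror those of a sister screen read the other way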
# NALP3 yeast inh: NALP3 inflammasome inhibitors in reconstituted yeast, primary screen, luminescence, uHTS; 0.39% of 330,000 active; inhibition, % at 10 µM; Yeast reconstituted NLRP3/ASC/caspase-1, beta-gal luminescence, 24 h; AID 2825, 2010;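 active means inhibition of 50% or more; inactive means inhibition below 50%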;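 further: plate controls were induced DMSO wells for no effect and uninduced yeast grown without galactose for full effect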
# Apaf-1 inh: inhibitors of human Apaf-1 apoptosome, primary screen, biochemical, DEVD-Rh110 fluorescence, uHTS; Apoptotic protease-activating factor 1 (Homo sapiens), O14727; reconstituted apoptosome caspase-3 activity; 0.71% of 330,000 active; inhibition, % at 20 µM; active means inhibition of at least 40% at 20 µM;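 further: plate controls were DMSO wells for no effect and DEVD-CHO caspase inhibitor wells for full effect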
#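 Material: reconstituted apoptosome with Apaf-1, cytochrome c, caspase-9, procaspase-3, dATP; medium: pH 7.5 Hepes buffer with CHAPS, BSA, DTT; also added: cytochrome c and DEVD-Rh110 substrate; timing: 30 min plus 50 min, RT; signal: Rh110 fluorescence intensity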
# hIAP activ: human IAP activators, primary screen, biochemical, luminescence, uHTS. 0.16% of 330,000 active. Intestinal-type alkaline phosphatase (Homo sapiens), P09923. AID 2524, 2010. purified human IAP, CDP-Star luminescence, 30 min; hits give high values; 1 = vehicle-only enzyme, 0 = enzyme-free background. activation factor at 10 µM;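 active means activation factor of the enzyme at least 2-fold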; further: the source names both 10 and 20 µM as test concentration; values of inactives mirror those of a sister screen read the other way
# Target sequence (P09923 whole entry, looked up): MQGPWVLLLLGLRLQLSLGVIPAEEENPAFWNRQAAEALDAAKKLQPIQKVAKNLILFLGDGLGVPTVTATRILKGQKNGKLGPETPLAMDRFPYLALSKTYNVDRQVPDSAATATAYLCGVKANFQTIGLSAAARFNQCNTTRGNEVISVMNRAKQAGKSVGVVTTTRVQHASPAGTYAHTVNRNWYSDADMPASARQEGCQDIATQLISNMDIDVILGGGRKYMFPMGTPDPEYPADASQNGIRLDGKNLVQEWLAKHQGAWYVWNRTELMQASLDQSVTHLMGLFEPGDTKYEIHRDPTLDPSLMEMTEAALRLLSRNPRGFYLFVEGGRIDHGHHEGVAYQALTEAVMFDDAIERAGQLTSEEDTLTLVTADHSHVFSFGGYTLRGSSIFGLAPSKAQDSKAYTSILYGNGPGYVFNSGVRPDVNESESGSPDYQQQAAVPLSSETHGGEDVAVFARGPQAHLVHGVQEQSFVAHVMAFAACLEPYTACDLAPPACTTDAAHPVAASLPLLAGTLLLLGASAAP
# hIAP block: human IAP inhibitors, primary screen, biochemical, luminescence, uHTS; Intestinal-type alkaline phosphatase (Homo sapiens), P09923; AID 2544, 2010; purified IAP, CDP-Star luminescence, 30 min; inhibition, % at 10 µM; 0.12% of 330,000 active;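 active means inhibition reaching a set limit with compound at 10 µM in the primary screen, cut at about 35% in these data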;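 further: plate controls were DMSO wells with enzyme for no effect and no-enzyme buffer wells for full effect; values of inactives mirror those of a sister screen read the other way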
# Numbers without * were called inactive; . = not tested or not shown.
# Every second line gives: TIM10 inh	tim10-1 inh	mIAP activ	ATG4B inhibitor	mIAP inh	NALP3 yeast inh	Apaf-1 inh	hIAP activ	hIAP block
CN(CC(=O)NCc1ccco1)S(=O)(=O)c1ccc2c(c1)c(=O)n(C)c(=O)n2C
  9	16	0.99	-3	1	-20	-20	1.1	-6
Cc1nc2c(c(=O)n1CCC1=CCCCC1)c1nc3ccccc3nc1n2/N=C/c1ccccc1
  21	26	0.89	-2	11	-7	20	0.92	8
O=C(CSc1nc2ccccc2[nH]1)Nc1nc(-c2ccccc2)c(-c2ccccc2)o1
  1	5	0.93	33	7	-59	10	1.3	-30
Cc1sc2nc(CN3CCCC3)nc(Cl)c2c1C
  1	15	1	-5	-5	11	6	0.94	6
CC(C)(C)C(=O)O/N=C(\N)COc1cccc(Cl)c1
  67*	40*	1	14	0	18	3	0.86	14
O=C(NC1CCOc2ccccc21)C1CCCC1 (centres undefined)
  7	-13	1	-5	-1	27	-4	0.92	8
Cc1cc(NC(=O)CCC(=O)N(CC2CCCO2)C(C(=O)NC2CCCC2)c2cccnc2)no1 (centres undefined)
  5	7	0.94	-6	6	0	4	0.88	12
CC(C)CCSc1nc2c(c(=O)[nH]c(=O)n2C)n1CCc1ccccc1
  6	14	0.95	3	5	14	12	0.95	5
CC(C)N(Cc1nnc(-c2ccc(Cl)cc2)o1)C(=O)C1=COCCO1
  -10	-2	1	-1	-1	5	4	1.1	-5
Cc1cc(NC(=O)CSc2ccc3nnc(-c4cccnc4)n3n2)no1
  -27	-8	1.1	-5	-14	21	-1	1	-4
CC1CCN(CCCN2C(=O)C3C(C(=O)Nc4cccc(Cl)c4)C4C=CC3(O4)C2C(=O)NC2CCCCC2)CC1 (centres undefined)
  10	-14	0.97	-2	3	11	11	1.2	-18
CCOC(=O)[C@@H](CCc1ccccc1)N[C@H](C)C(=O)N1[C@H](C(=O)O)C[C@@H]2CCC[C@@H]21
  2	11	1	-6	-2	17	-7	0.98	2
O=C(O)c1ccccc1-c1ncc(-c2ccccc2)o1
  35	11	0.9	2	10	-6	-19	1.1	-6
C/C(CCc1oc2ccc(Br)cc2c1-c1ccc(C)o1)=N/O
  39	37	0.9	35	10	14	17	1.1	-7
COc1cc(/C=N/NC(N)=O)cc([N+](=O)[O-])c1O
  4	11	0.94	0	6	-41	-2	0.81	19
CCC(CC)C(=O)Nc1cccc(/C(C)=N/NC(=O)c2c(Br)cnn2C)c1
  8	22	1	-3	-4	2	-15	0.87	13
C=CCc1ccccc1OCC(O)CN1C(=O)c2ccccc2C1=O (centres undefined)
  -11	-12	1.1	-1	-11	25	15	1.2	-21
COc1ccccc1CCNS(=O)(=O)CCNC(=O)c1ccc2c(c1)OCO2
  7	11	0.99	-14	0	15	10	0.96	4
CCN(C(=S)NC(=O)CCc1ccccc1)c1ccccc1
  10	10	1	3	-4	-13	-5	0.95	5
COC(=O)c1ccccc1C(=O)N1CCCC(C(=O)c2cc(F)ccc2F)C1 (centres undefined)
  -5	12	0.94	-6	6	-10	-6	1	0
COc1cccc(NC(=O)N(CCCN2CCOCC2)C(C)c2cc3ccccc3o2)c1 (centres undefined)
  8	-18	0.93	9	7	15	13	1.1	-14
CC1(C)C2CCC1(C)C(OC(=O)c1ccccc1C(=O)O)C2 (centres undefined)
  -7	-2	1	-12	0	-1	-10	1.1	-11
Cc1cc(C(=O)NCCCN2CCCC2=O)no1
  -4	5	1	2	-3	0	-19	0.93	7
CCOC(=O)c1c(-c2ccccc2)oc2ccc(OCC(=O)O)cc12
  4	5	1.1	-4	-13	-2	8	1.1	-12
O=C(Cc1n[nH]c(=O)[nH]c1=O)N/N=C/c1c(O)ccc2ccccc12
  17	15	0.75	-7	25	13	-1	1.7	-70
O=C(COC(=O)CCN1C(=O)/C(=C\C=C\c2ccccc2)SC1=S)Nc1ccc(Br)cc1
  43*	49*	0.86	-6	14	10	14	1	-2
O=C(c1ccc(S(=O)(=O)N2CCOCC2)cc1)N1CCc2ccccc2C1
  19	13	1.1	-14	-14	-3	4	0.94	6
COC(=O)[C@@H](NC(=O)N(C1CCCCC1)C1CCCCC1)C(C)C
  23	24	0.98	-6	2	2	10	0.97	3
CCOc1ccc(NC(=O)Nc2cc(C(C)C)ccc2C)cc1
  14	-9	1.4	.	-35	11	8	1.1	-9
COc1ccc(C(=S)N2CCN(C)CC2)cc1
  7	12	1.1	-14	-5	7	3	0.86	14
CC(C)CN(C(=O)COC(=O)c1ccc2ccccc2n1)C1CCS(=O)(=O)C1 (centres undefined)
  19	2	1.1	-10	-10	-1	16	1	-2
O=C(Nc1cccc2ccccc12)N1N=CCC1c1ccccc1 (centres undefined)
  23	44*	0.96	-2	4	9	-7	1.2	-23
Clc1ccc(OCc2nc3ccccc3[nH]2)cc1
  -12	-37	0.96	0	4	48	2	1.1	-7
CC1CCCCC12NC(=O)N(CC(=O)N1CCc3ccccc3C1)C2=O (centres undefined)
  1	1	1.1	0	-13	17	-1	1	-3
C=CCCN(C(CC(C)C)C(=O)OC)S(=O)(=O)c1cc(Br)ccc1Br (centres undefined)
  -2	6	0.9	8	10	17	12	1.1	-6
CC(=O)Nc1ccc(NC(=O)C(C)Sc2n[nH]c(=O)n2Cc2ccccc2)cc1 (centres undefined)
  -10	10	1.1	1	-9	2	3	1.1	-11
CCOC(=O)C1=C(C)NC(=O)C(C(N)=O)C12CCCCC2 (centres undefined)
  2	7	1	-8	-3	-1	-3	0.95	5
CC(=O)O/N=C(/c1nonc1N)N(C)C
  -9	18	1.1	-5	-11	13	-4	0.97	2
CC(=O)C1=C(O)C(=O)N(c2ccc(Br)cc2)C1c1ccc(Br)cc1 (centres undefined)
  -4	20	0.97	6	3	14	7	1.2	-16
CCOCc1nnc(NC(=O)CSc2ccccc2)s1
  0	19	1	-5	-1	-10	-1	0.93	7
COc1ccc(Br)cc1/C=N/NC(=O)CNC(=O)/C=C/c1ccccc1
  18	20	0.83	5	17	15	33	0.97	3
N#Cc1ccc(CN2CCN(C(=O)c3ccc(S(=O)(=O)NCc4ccco4)cc3)CC2)cc1
  7	7	0.94	-6	6	8	4	1.1	-8
COc1ccc(NC(=O)COC(=O)c2cccc(S(=O)(=O)N3CCCCC3)c2)c(OC)c1
  -1	8	0.94	-14	6	9	1	1	-2
CCn1cc(C(=O)NC2CCCCC2C)c(=O)c2ccc(C)nc21 (centres undefined)
  -7	25	1	3	-3	2	6	1.2	-18
COCCn1c(N2CCN(c3ccc(OC)cc3)CC2)nc2c1c(=O)[nH]c(=O)n2C
  8	17	0.96	-3	4	-17	-11	1	-4
CC(=O)/C(=N/Nc1ccccc1)N1CCOCC1
  -37	10	1	2	0	19	-3	1.1	-9
COc1ccc(NC(=O)CSc2nnc(Cn3c(=O)sc4ccccc43)n2C)cc1OC
  -1	-11	1	0	-4	13	-9	1.1	-6
CC(C)c1ccc(C(=O)N2CCN(CCO)CC2)cc1
  -16	-3	0.95	-4	5	6	-5	1	0
COc1cc(OC)c2c(c1)C(=O)OC2
  -2	10	1	-2	-4	9	-9	0.91	9
COc1ccc(S(=O)(=O)NCC2CCCN(Cc3cccnc3)C2)cc1 (centres undefined)
  3	5	1	11	-3	19	3	1.2	-22
CC(=O)Nc1ccc(OCC(=O)c2ccc(C)cc2C)cc1
  16	15	1	0	-1	21	2	0.91	9
Cc1ccccc1SCC(=O)Nc1cccc(C#N)c1
  11	44*	1.1	-5	-11	19	-1	0.99	0
CCOc1ccc(CCNC(=O)C2CCN(S(=O)(=O)c3ccc(C)cc3)CC2)cc1OCC
  5	18	1.1	2	-7	14	13	1.1	-13
COc1ccc(C)cc1S(=O)(=O)N(C)CC(N)=O
  -6	3	0.97	-1	3	5	3	0.89	11
COc1ccccc1NC(=O)CSc1nc(N)c(C#N)cc1C#N
  5	8	1	-4	0	19	-3	1	-2
O=C1CCc2cc(S(=O)(=O)NCCCC(=O)N3CCN(Cc4ccc5c(c4)OCO5)CC3)ccc2N1
  -2	-8	1.1	-6	-6	14	-14	0.95	5

# Reformatted tab-delimited: entries from further up.
canonical_smiles	TIM10 inh	tim10-1 inh	mIAP activ	ATG4B inhibitor	mIAP inh	NALP3 yeast inh	Apaf-1 inh	hIAP activ	hIAP block
COc1ccc(Br)cc1/C=N/NC(=O)CNC(=O)/C=C/c1ccccc1	18	20	0.83	5	17	15	33	0.97	3
N#Cc1ccc(CN2CCN(C(=O)c3ccc(S(=O)(=O)NCc4ccco4)cc3)CC2)cc1	7	7	0.94	-6	6	8	4	1.1	-8
COc1ccc(NC(=O)COC(=O)c2cccc(S(=O)(=O)N3CCCCC3)c2)c(OC)c1	-1	8	0.94	-14	6	9	1	1	-2
CCn1cc(C(=O)NC2CCCCC2C)c(=O)c2ccc(C)nc21 (centres undefined)	-7	25	1	3	-3	2	6	1.2	-18
COCCn1c(N2CCN(c3ccc(OC)cc3)CC2)nc2c1c(=O)[nH]c(=O)n2C	8	17	0.96	-3	4	-17	-11	1	-4
CC(=O)/C(=N/Nc1ccccc1)N1CCOCC1	-37	10	1	2	0	19	-3	1.1	-9
COc1ccc(NC(=O)CSc2nnc(Cn3c(=O)sc4ccccc43)n2C)cc1OC	-1	-11	1	0	-4	13	-9	1.1	-6
CC(C)c1ccc(C(=O)N2CCN(CCO)CC2)cc1	-16	-3	0.95	-4	5	6	-5	1	0
COc1cc(OC)c2c(c1)C(=O)OC2	-2	10	1	-2	-4	9	-9	0.91	9
COc1ccc(S(=O)(=O)NCC2CCCN(Cc3cccnc3)C2)cc1 (centres undefined)	3	5	1	11	-3	19	3	1.2	-22
CC(=O)Nc1ccc(OCC(=O)c2ccc(C)cc2C)cc1	16	15	1	0	-1	21	2	0.91	9
Cc1ccccc1SCC(=O)Nc1cccc(C#N)c1	11	44*	1.1	-5	-11	19	-1	0.99	0
CCOc1ccc(CCNC(=O)C2CCN(S(=O)(=O)c3ccc(C)cc3)CC2)cc1OCC	5	18	1.1	2	-7	14	13	1.1	-13

# Screens from PubChem BioAssay.
